High-throughput results: PubChem, several laboratories
Neddyl block: cullin neddylation inhibition; TR-FRET cullin neddylation, biochemical; AID 651699; P61081+Q13564; calls only at 25 µM; actives 0.58% (n = 360,000); in the data active means inhibition above about 36%
Target sequence (P61081 whole entry, looked up): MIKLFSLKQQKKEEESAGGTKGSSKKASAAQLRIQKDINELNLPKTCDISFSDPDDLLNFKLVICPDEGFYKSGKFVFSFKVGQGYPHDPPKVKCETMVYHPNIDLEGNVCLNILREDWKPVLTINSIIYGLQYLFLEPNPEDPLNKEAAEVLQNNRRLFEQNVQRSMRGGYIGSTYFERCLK
Target sequence (Q13564 whole entry, looked up): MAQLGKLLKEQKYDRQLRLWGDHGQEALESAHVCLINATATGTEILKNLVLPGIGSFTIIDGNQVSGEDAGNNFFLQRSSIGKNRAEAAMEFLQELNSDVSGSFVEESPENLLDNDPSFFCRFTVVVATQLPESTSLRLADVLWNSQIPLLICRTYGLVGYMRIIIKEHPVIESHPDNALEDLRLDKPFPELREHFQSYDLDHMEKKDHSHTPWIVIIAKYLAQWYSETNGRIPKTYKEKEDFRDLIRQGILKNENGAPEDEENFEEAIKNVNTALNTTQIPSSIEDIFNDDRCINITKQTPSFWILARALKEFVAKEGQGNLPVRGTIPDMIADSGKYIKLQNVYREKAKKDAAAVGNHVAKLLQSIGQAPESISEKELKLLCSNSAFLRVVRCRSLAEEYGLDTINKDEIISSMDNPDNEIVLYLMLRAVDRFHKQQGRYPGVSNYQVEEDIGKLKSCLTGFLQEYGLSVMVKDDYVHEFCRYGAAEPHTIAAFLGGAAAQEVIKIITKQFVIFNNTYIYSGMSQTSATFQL
MsrA act: activators of bovine methionine sulfoxide reductase A. purified bovine MsrA, absorbance read-out. activation, % at 10.6 µM. actives 0.3% (n = 360,000); in the data active means activation above about 7.5%;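 further: 0% = vehicle and 100% = reference activator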
MT1-MMP act inh: MT1-MMP (human) activation inhibition. P50281. HT1080 RFP-PRO-GFP cells, GFP/RFP ratio fluorescence, overnight; percent of plate control window, DMSO zero. GFP/RFP ratio change, % at 20 µM. actives 0.061% (n = 360,000). AID 651647;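 active means GFP/RFP ratio change of at least 30% with cell ATP level not reduced by more than half and red fluorescence within 50% of control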; further: strong numbers were not always called active
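Material – HT1080 RFP-PRO-GFP cells · Control set – DMSO wells and RFP-L50D-GFP cells · Incubation – overnight cell settling, then overnight compound exposure, 37 °C, 5% CO2 · Compound dosing – single-point 20 µM compound, 1% DMSO · Read-out – GFP/RFP fluorescence ratio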
SKN-1 inh: inhibitors of C. elegans SKN-1 | C. elegans VP596 Pgst-4::GFP/RFP ratio, acrylamide-induced, 24 h | inhibition, % at 21.8 µM | actives 0.49% (n = 360,000) | AID 624304;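 active means interference check ratio from 0.5 to 1.5 plus GFP to RFP signal ratio inhibition reaching or exceeding a fixed threshold, cut at about 30% in these data, passing the limit was not always enough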; further: some compounds called inactive have numbers as strong as hits
FAS TE block: blocks the thioesterase domain of human fatty acid synthase | inhibition, % at 15 µM | actives 0.67% (n = 360,000) | recombinant FAS-TE, OMFH fluorogenic substrate, fluorescence endpoint | P49327;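 active means compounds whose normalised, plate-corrected inhibition of enzyme fluorescence in the single-dose primary screen is 50% or more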;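 further: 0% = DMSO with enzyme and 100% = substrate without enzyme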
E coli Lon inh: E. coli protease La inhibition. purified E. coli Lon protease, fluorescence polarization. actives 0.42% (n = 360,000). inhibition, % at 7.94 µM. P0A9M0; in the data active means inhibition above about 13%, passing the limit was not always enough;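 further: 0% = enzyme with probe and DMSO and 100% = no enzyme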
Rin1 Abl inh: blocks binding of human Rin1 to Abl; TR-FRET Rin1/Abl binding, biochemical; inhibition, % at 7.35 µM; actives 0.4% (n = 360,000); AID 588664; in the data active means inhibition above about 5%, passing the limit was not always enough
MLLE-PAM2 inh: inhibitors of microRNA-mediated deadenylation, human PABP1 MLLE binding | P11940 | GST-MLLE / FITC-PAM2 fluorescence polarization | inhibition, % at 20 µM | actives 0.36% (n = 360,000) | AID 588489; in the data active means inhibition above about 35%, passing the limit was not always enough;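 further: plate controls were DMSO wells with GST-MLLE for no effect and wells lacking GST-MLLE protein for full effect; some results filed as inactive read as strong as hits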
CendR NRP1 mod: modulators of CendR peptide binding to human neuropilin-1; actives 0.85% (n = 360,000); inhibition, % at 25 µM; AID 602438; FAM-RPARPAR peptide binding to NRP-1, fluorescence polarization; O14786;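 active means inhibition or corrected inhibition above about 18%, plus a signal ratio from 0.5 to 1.5, limit read from the data, passing the limit was not always enough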; further: strong numbers were not always called active
* marks the source's active call; other numbers are inactive results; i = inactive; · = no result given; + = active, no number.

SMILES | Neddyl block | MsrA act | MT1-MMP act inh | SKN-1 inh | FAS TE block | E coli Lon inh | Rin1 Abl inh | MLLE-PAM2 inh | CendR NRP1 mod
Cc1ccc(O)c(CNc2cnc3ccccc3c2)c1 | + | -13 | 7 | 5 | 0 | -4 | 1 | 17 | 3
Fc1ccc(-c2cn3cc(C(F)(F)F)cc(Cl)c3n2)cc1 | i | -6 | 0 | 35* | 20 | -6 | -6 | 4 | 2
CN(CCC#N)C(=O)COC(=O)c1ccccc1C(=O)c1ccc(Cl)c([N+](=O)[O-])c1 | i | -2 | -18 | 3 | 0 | 7 | 1 | -16 | 2
NS(=O)(=O)c1cccc(NC(=O)COC(=O)CCc2ccccc2)c1 | i | 1 | 0 | 4 | -3 | 1 | -1 | 0 | -5
COc1ccc(C(=O)Nc2ccc(Cl)cc2C(=O)NCCN2CCOCC2)cc1 | i | -4 | 2 | 3 | -7 | -3 | -3 | 3 | 15
O=C(O)c1ccc(N=NNc2cccc([N+](=O)[O-])c2)cc1 | i | -14 | 0 | 8 | 0 | -7 | 0 | 3 | -11
C=CCNC(=O)/C(=C/c1ccc(Br)cc1)NC(=O)c1ccccc1OC | i | -9 | -4 | 0 | 0 | -2 | 4 | -13 | -4
O=C(Nc1ccc(Br)cc1)N1CCCC(O)C1 (centres undefined) | i | -9 | 2 | 3 | -7 | 1 | 2 | -8 | -2
CCc1ccc(NC(=O)C2CCCN(S(=O)(=O)c3cnc[nH]3)C2)cc1 (centres undefined) | i | -1 | 0 | 12 | -16 | -3 | 0 | -10 | 4
Cc1cccc(C)c1NS(=O)(=O)c1c(C(=O)N2CCCCC2)c(C)n(C)c1C | i | 0 | -4 | 7 | -6 | 0 | 1 | 0 | 14
Cn1cccc1C(=O)NNC(=O)c1ccccc1Br | i | -2 | 5 | 7 | -4 | -14 | 1 | 0 | -8
Cc1ccc(C)c(NC(=O)c2ccc3ccccc3n2)c1 | i | -1 | -4 | 6 | 15 | -1 | -5 | 8 | 2
COc1ccc(-c2coc3c(C(=O)NCCN(C)C)cccc23)c(C)c1 | i | -2 | 7 | -1 | -8 | -5 | 4 | 6 | -4
Cc1nc(NC(=O)c2c(-c3ccccc3Cl)noc2C)sc1C | i | -2 | 0 | 1 | 1 | -10 | 2 | 8 | 3
CC(=O)Nc1ccc(S(=O)(=O)N2CCN(c3ccc(C)c(Cl)c3)CC2)cc1 | i | -14 | 11 | -4 | 6 | 4 | 7 | -4 | -2
COc1ccc(OC)c(S(=O)(=O)NCc2cn3cccc(C)c3n2)c1 | i | -8 | -5 | 0 | -6 | -1 | -3 | 4 | -2
CC(C)CNC(=O)C1CCN(c2ccc(S(=O)(=O)N3CCOCC3)cc2)CC1 | i | 2 | 4 | 8 | -5 | -2 | 5 | 3 | 0
CNc1cnc(-c2ccccc2OC)cn1 | · | -1 | 2 | -4 | -8 | 5 | -2 | 2 | 10
O=c1c2[nH]c3ccccc3c2ncn1CCN1CCNCC1 | i | -5 | 3 | -32 | -6 | -5 | 0 | 3 | -7
O=C(Nc1ccc2c(c1)OCO2)c1c(F)cccc1F | i | -2 | -5 | 16 | -7 | 0 | -3 | 6 | 5

Rewritten with tabs: 13 of the compounds above.
SMILES	Neddyl block	MsrA act	MT1-MMP act inh	SKN-1 inh	FAS TE block	E coli Lon inh	Rin1 Abl inh	MLLE-PAM2 inh	CendR NRP1 mod
Cc1ccc(O)c(CNc2cnc3ccccc3c2)c1	+	-13	7	5	0	-4	1	17	3
Fc1ccc(-c2cn3cc(C(F)(F)F)cc(Cl)c3n2)cc1	i	-6	0	35*	20	-6	-6	4	2
CN(CCC#N)C(=O)COC(=O)c1ccccc1C(=O)c1ccc(Cl)c([N+](=O)[O-])c1	i	-2	-18	3	0	7	1	-16	2
NS(=O)(=O)c1cccc(NC(=O)COC(=O)CCc2ccccc2)c1	i	1	0	4	-3	1	-1	0	-5
COc1ccc(C(=O)Nc2ccc(Cl)cc2C(=O)NCCN2CCOCC2)cc1	i	-4	2	3	-7	-3	-3	3	15
O=C(O)c1ccc(N=NNc2cccc([N+](=O)[O-])c2)cc1	i	-14	0	8	0	-7	0	3	-11
C=CCNC(=O)/C(=C/c1ccc(Br)cc1)NC(=O)c1ccccc1OC	i	-9	-4	0	0	-2	4	-13	-4
O=C(Nc1ccc(Br)cc1)N1CCCC(O)C1 (centres undefined)	i	-9	2	3	-7	1	2	-8	-2
CCc1ccc(NC(=O)C2CCCN(S(=O)(=O)c3cnc[nH]3)C2)cc1 (centres undefined)	i	-1	0	12	-16	-3	0	-10	4
Cc1cccc(C)c1NS(=O)(=O)c1c(C(=O)N2CCCCC2)c(C)n(C)c1C	i	0	-4	7	-6	0	1	0	14
Cn1cccc1C(=O)NNC(=O)c1ccccc1Br	i	-2	5	7	-4	-14	1	0	-8
Cc1ccc(C)c(NC(=O)c2ccc3ccccc3n2)c1	i	-1	-4	6	15	-1	-5	8	2
COc1ccc(-c2coc3c(C(=O)NCCN(C)C)cccc23)c(C)c1	i	-2	7	-1	-8	-5	4	6	-4

Additional entries follow:
SMILES | Neddyl block | MsrA act | MT1-MMP act inh | SKN-1 inh | FAS TE block | E coli Lon inh | Rin1 Abl inh | MLLE-PAM2 inh | CendR NRP1 mod
COc1ccc(NC(=O)COC(=O)c2cccn2C)cc1S(=O)(=O)N1CCCCC1 | i | -9 | 1 | -20 | -7 | -2 | -1 | -6 | 2
Cc1nn(C)cc1S(=O)(=O)NC1CCCC1 | i | 0 | 1 | -3 | -5 | -8 | 0 | 1 | 0
Cn1cccc1Cc1nnc(SCC(=O)NCC2CCCO2)n1-c1ccc(F)cc1 (centres undefined) | i | -1 | 3 | 3 | -1 | 4 | -1 | -15 | 4
Cc1onc(-c2c(F)cccc2Cl)c1C(=O)N1CCCCC1 | i | -3 | 3 | 8 | -6 | -12 | 4 | 5 | 20
CN(C(=O)CSc1ncn[nH]1)C1(C#N)CCCCC1 | i | -6 | -1 | -28 | -9 | -7 | 5 | 11 | 2
COc1ccc(C(O)c2nc(-c3ccc(OC)c(OC)c3)cs2)cc1 (centres undefined) | i | 0 | 5 | 8 | 0 | -3 | -6 | 8 | 16
CCOC(=O)c1ccc(NCCOC)c([N+](=O)[O-])c1 | i | -2 | 1 | -3 | -3 | 1 | -9 | -4 | 14
CC(C)(C)C(=O)c1c(N)[nH]c(C(=O)c2ccccc2)c1-c1ccc(Cl)cc1Cl | i | -11 | -3 | 16 | 5 | -20 | · | · | -32
CCCNC(=O)C1(C)CCCN(Cc2cccc3ccccc23)C1 (centres undefined) | i | 0 | 0 | -8 | 2 | -5 | -1 | 12 | -5
CCCC(C(=O)NC(C)(C)C)N(Cc1ccccc1)C(=O)c1snc(C(N)=O)c1N (centres undefined) | i | -3 | 1 | 12 | -2 | 1 | -1 | 6 | 2
Cc1ccc(NC(=O)COC(=O)c2ccc3c(c2)OCO3)cc1S(=O)(=O)N1CCCCC1 | i | -9 | 5 | 2 | 22 | -2 | 1 | -6 | 12
CC(C)COP(=O)(c1ccc(N(C)C)cc1)C(O)c1cccnc1 (centres undefined) | i | 0 | -3 | 7 | -6 | 3 | -1 | -1 | 12
COc1ccccc1NC(=O)/C(=C/c1ccncc1)NC(=O)c1ccccc1 | i | -5 | 0 | 20 | -6 | 5 | 0 | -1 | 8
Cc1ccc2nc3n(c(=O)c2c1)CCCCC3 | i | -2 | 5 | 16 | -1 | -2 | -1 | 7 | -7
Cc1ccccc1NC(=O)c1cccc(OCc2c(C)noc2C)c1 | i | -2 | 3 | 3 | -6 | 6 | -4 | 10 | 14
CN(C)CCCNC(=O)C(=O)Nc1cc2c3c(c1)CC(=O)N3CCC2 | i | -2 | 4 | 1 | -5 | 6 | 3 | -4 | 5
O=C(NCc1ccccc1)c1cc(C2CCCN(C(=O)c3cccs3)C2)on1 (centres undefined) | i | -5 | 2 | -6 | -8 | -5 | 0 | -8 | -4
O=C(c1ccco1)N1CCN(Cc2nnc(-c3cccc(Cl)c3)o2)CC1 | i | -4 | -1 | -14 | -4 | 4 | 1 | -15 | -7
COc1ccccc1OC(C)C(=O)Nc1nc(-c2ccc(S(=O)(=O)N3CCOCC3)cc2)cs1 (centres undefined) | i | -1 | 0 | 12 | 46 | 0 | -1 | 15 | -4
CCc1ccc(CN(C(=O)c2ccco2)C2CCS(=O)(=O)C2)cc1 (centres undefined) | i | -1 | -3 | -3 | -2 | -6 | 0 | 6 | -3
CCCCN(Cc1cc2cc(OC)ccc2[nH]c1=O)C(=O)c1ccco1 | i | -3 | 0 | 5 | -3 | 8 | 0 | 14 | -11
CCc1ccc(-n2c(=O)c3ccccc3n(CC(=O)C(C)(C)C)c2=O)cc1 | i | -3 | 0 | 3 | 8 | 3 | -3 | 3 | 6
CCOC(=O)c1c(C)[nH]c(C)c1S(=O)(=O)N1CCN(c2ccc([N+](=O)[O-])cc2)CC1 | i | -8 | -5 | 5 | 20 | -8 | 0 | -4 | 10
CN(c1ccccc1)S(=O)(=O)c1ccc(Cl)c(C(=O)Nc2nc3ccccc3[nH]2)c1 | i | -3 | 0 | 3 | 21 | 7 | -6 | 3 | -7
CN(C)c1nc(Nc2ccccc2)nc(Oc2ccc(=O)[nH]n2)n1 | i | -4 | -2 | -8 | -8 | -6 | 2 | -7 | 0
CCCc1cc(CNC(=O)C2CCC(=O)N(CCc3cccc(F)c3)C2)on1 (centres undefined) | i | -1 | 1 | 10 | -5 | -1 | -2 | 3 | 6
COc1cc2c(cc1OC)C(C)N(S(=O)(=O)c1cnc(Cl)c(Cl)c1)CC2 (centres undefined) | i | 1 | 7 | 16 | 6 | -7 | 0 | 11 | 12
CC1=C(C(N)=O)C(c2cccnc2)n2nc(SCc3ccccc3Cl)nc2N1 (centres undefined) | i | -9 | -1 | 6 | -4 | -6 | -3 | 13 | -8
COc1cc(/C=C/C(=O)NCc2ccccn2)cc(OC)c1OC | + | -2 | 2 | 4 | -10 | -12 | -1 | -5 | -10
Nc1cccc2[nH]c(C(F)(F)F)nc12 | i | -3 | 51* | 7 | 1 | 6 | -1 | -8 | -6
COc1cc(CNCc2cccnc2)ccc1OCC(=O)NC1CCCCC1 | i | -4 | -1 | -18 | -3 | 4 | -1 | 4 | 6
Cc1c(C(=O)Nc2ccc3c4c(cccc24)CC3)cccc1[N+](=O)[O-] | i | -3 | 3 | 12 | 5 | 10 | 2 | 9 | -10
COc1ccccc1CNc1nc(SC)ncc1CO | i | -2 | -6 | 4 | -10 | -3 | 1 | 7 | 8
CCOc1c(Br)cc(Br)cc1/C=C1\SC(N)=NC1=O | i | -6 | -7 | -19 | -5 | 2 | 3 | -135 | -7
Cc1cc(C)c(C)c(S(=O)(=O)Nc2ccc(C(N)=O)cc2)c1C | i | 2 | 6 | 1 | 1 | -2 | 2 | -3 | 11
